Screens (PubChem)
NR1D1 modulator: modulates human Rev-erb alpha binding to DNA. 370,000 compounds, 0.79% hits. Rev-erbα–FITC-DNA binding, fluorescence polarization, 90 min. AID 1259318. activity, % at 10 µM;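 active = activity above about 14%, limit read from the data; passing the limit was not always enough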;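 note: 0% = DMSO wells with 35 nM protein and 100% = DMSO wells with 750 nM protein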
hgDAF-12 ag: hgDAF-12 agonism, primary luciferase screen; HEK293 GAL4-hgDAF12 UAS-luciferase reporter, agonist luminescence; normalized to butyrate control; activation, % at 6.8 µM; 370,000 compounds, 1.8% hits;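 active = activation above a cutoff set at the mean of all screened compounds plus 3 SD, cut at about 10% in these data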;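 note: 0% = DMSO wells and 100% = sodium butyrate wells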
sPLA2-III inh: Blocks human group III sPLA2 activity | 370,000 compounds, 0.56% hits | Q9NZ20 | inhibition, % at 12.2 µM | QFRET BODIPY PC-A2 liposome hydrolysis, fluorescence;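 active = inhibition above mean plus 3 SD of compounds lying within the high and low control bounds, cut at about 19% in these data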;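 note: 0% = median of test compound wells and 100% = no enzyme DMSO wells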
ssDAF-12 act: activates DAF-12 receptor from parasite S. stercoralis; HEK293 ssDAF-12/GRIP1 lit1-tk-luc reporter, luminescence; % of 3 µM dafachronic acid response; activation, % at 6.8 µM; 370,000 compounds, 1% hits; AID 652126;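 active = activation above the mean over all tested compounds plus 3 SD, cut at about 0.9% in these data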;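 note: 0% = DMSO-only wells and 100% = 3 µM delta7-dafachronic acid wells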
PLCb3 inh: inhibitors of human phospholipase C beta3; Q01970; Purified PLC-beta3, fluorogenic substrate, fluorescence; inhibition, % at 12.2 µM; 370,000 compounds, 0.18% hits; in the data active = inhibition above about 11%;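 note: 0% = median of compound wells on plate and 100% = full blocker control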
Target sequence (Q01970 whole entry, looked up): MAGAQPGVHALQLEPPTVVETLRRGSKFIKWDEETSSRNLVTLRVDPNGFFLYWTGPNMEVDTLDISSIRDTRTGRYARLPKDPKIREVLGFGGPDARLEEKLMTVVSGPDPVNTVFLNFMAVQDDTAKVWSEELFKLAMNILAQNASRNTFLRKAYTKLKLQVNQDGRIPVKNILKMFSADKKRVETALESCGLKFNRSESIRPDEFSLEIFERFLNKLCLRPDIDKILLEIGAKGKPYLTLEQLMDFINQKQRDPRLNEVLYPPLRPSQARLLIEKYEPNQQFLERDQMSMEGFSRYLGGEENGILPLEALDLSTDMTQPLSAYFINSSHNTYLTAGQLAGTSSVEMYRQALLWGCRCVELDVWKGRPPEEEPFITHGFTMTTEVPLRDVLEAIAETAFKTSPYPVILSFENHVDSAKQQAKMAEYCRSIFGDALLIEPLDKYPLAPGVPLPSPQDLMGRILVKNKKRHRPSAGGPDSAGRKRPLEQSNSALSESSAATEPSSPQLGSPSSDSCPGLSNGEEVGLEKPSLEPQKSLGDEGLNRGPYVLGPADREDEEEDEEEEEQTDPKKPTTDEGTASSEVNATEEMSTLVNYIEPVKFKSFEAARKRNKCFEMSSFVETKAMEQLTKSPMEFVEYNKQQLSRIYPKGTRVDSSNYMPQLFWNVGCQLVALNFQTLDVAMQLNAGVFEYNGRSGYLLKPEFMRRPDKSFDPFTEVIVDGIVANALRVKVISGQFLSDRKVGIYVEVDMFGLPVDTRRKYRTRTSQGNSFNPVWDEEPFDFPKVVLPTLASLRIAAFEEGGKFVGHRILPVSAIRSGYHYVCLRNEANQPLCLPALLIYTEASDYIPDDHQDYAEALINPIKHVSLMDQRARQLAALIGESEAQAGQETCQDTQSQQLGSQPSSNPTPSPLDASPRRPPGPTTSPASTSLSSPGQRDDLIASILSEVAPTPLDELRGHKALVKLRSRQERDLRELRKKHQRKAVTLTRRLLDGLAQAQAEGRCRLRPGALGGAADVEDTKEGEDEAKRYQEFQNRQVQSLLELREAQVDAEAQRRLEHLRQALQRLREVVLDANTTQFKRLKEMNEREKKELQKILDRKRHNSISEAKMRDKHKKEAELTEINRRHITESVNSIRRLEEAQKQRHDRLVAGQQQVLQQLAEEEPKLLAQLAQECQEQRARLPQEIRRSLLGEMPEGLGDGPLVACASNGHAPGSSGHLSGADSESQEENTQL
DAX1 inh-1: NR0B1 (DAX1) inhibition. P51843. HEK293 Gal4-DAX1 luciferase reporter, luminescence. inhibition, % at 6.75 µM. 340,000 compounds, 0.99% hits. AID 504766;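 active = inhibition above the mean over all tested compounds plus 3 SD, cut at about 4.2% in these data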;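 note: 0% = DAX1-transfected cells with DMSO and 100% = empty-vector control cells with DMSO; inhibition shows as a rise in luminescence from relieved DAX1 repression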
DAX1 inh-2: DAX1 (NR0B1) inhibition, primary screen | AID 652010 | HEK293T StAR-luciferase reporter, SF-1/DAX-1 repression relief | 370,000 compounds, 1.1% hits | inhibition, % at 6.8 µM;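 active = inhibition above the mean over all tested compounds plus 3 SD, cut at about 3.6% in these data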;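 note: 0% = DAX-1 cells with DMSO and 100% = cells lacking DAX-1 with DMSO; higher inhibition means more luminescence from relief of DAX-1 repression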
hcDAF-12 act: H. contortus DAF-12 activation, primary screen. HEK293 hcDAF-12 lit1-tk-luc reporter, luminescence; 0% DMSO, 100% Δ7-dafachronic acid. activation, % at 6.8 µM. 370,000 compounds, 1.4% hits;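 active = activation above the mean of all tested compounds plus 3 SD, cut at about 5.5% in these data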;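 note: 100% = response to 3 µM Δ7-dafachronic acid high control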
SMARCA2 activ: increases SMARCA2 function in MMTV reporter cells. MG213 cells, MMTV-luciferase reporter, dexamethasone, overnight. AID 652017. 370,000 compounds, 1% hits. activation, % at 9.1 µM; in the data active = activation above about 7.8%;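 note: 0% = vehicle wells and 100% = reference activator wells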
PG9 Ab binder: small molecules binding HIV-1 gp120 antibody PG9; TR-FRET gp120-PG9 antibody binding; inhibition, % at 6.7 µM; 360,000 compounds, 0.43% hits; AID 624416; in the data active = inhibition above about 8.5%
FXN GAA850 act: frataxin GAA850 promoter activation; AID 540364; activation, % at 6 µM; 360,000 compounds, 0.56% hits; HEK293 lucGAA850 FXN promoter luciferase reporter, 24 h; percent of 10 µM SAHA response;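 active = activation above the average of all compounds screened plus 3 SD, cutoff fixed separately per campaign, cut at about 7.5% in these data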;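 note: 0% = DMSO wells and 100% = 10 µM SAHA wells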
Active calls of the source: *; nt = no result given.

SMILES	NR1D1 modulator	hgDAF-12 ag	sPLA2-III inh	ssDAF-12 act	PLCb3 inh	DAX1 inh-1	DAX1 inh-2	hcDAF-12 act	SMARCA2 activ	PG9 Ab binder	FXN GAA850 act
O=C(CN1C(=O)NC2(CCOc3ccccc32)C1=O)Nc1ccc(F)c(F)c1F (centres undefined)	-1	-3.1	-1	-0.4	4	-0.1	-0.4	1.4	-6	-0.9	-0.7
COc1ccc2[nH]cc(CCNC(=O)CS(=O)(=O)Cc3ccccc3)c2c1	-7	0.4	-48	-0.6	-2	-0.6	-0.1	-1.3	0	-2.9	1.1
CC(=O)Nc1ccc(S(=O)(=O)NC(C)C(=O)NCCc2ccc(F)cc2)cc1 (centres undefined)	-2	-2.0	-1	-1.4	-5	-0.3	0.5	-1.4	-3	3.1	1.6
Cc1ccc(CCNC(=O)c2cc(-c3ccncc3)nc3ccccc23)cc1	12	0.1	-5	-1.8	-7	2.0	0.0	-2.4	1	-1.2	0.9
COc1ccc(NC(=O)CSCC(=O)NC2(C)CCS(=O)(=O)C2)cc1 (centres undefined)	-8	0.0	2	-0.6	-7	-0.6	-0.1	0.2	-1	0.5	-1.5
Cc1cccn2cc(-c3ccc(F)cc3)cc12	0	3.8	-4	-1.2	-83	0.2	0.6	1.8	2	-2.4	-0.3
O=C(CCSc1nnc(-c2ccco2)o1)Nc1ccccc1	10	-0.5	7	-0.6	-2	0.8	0.1	-1.7	-5	-2.2	0.4
CCCN(CC(=O)Nc1ccc(Cl)cc1Cl)Cc1cc(=O)n2ccsc2n1	-3	-3.9	-14	-2.2	-6	-0.7	-0.5	-2.4	-2	-1.8	0.6
Cc1ccc([C@@H]2CC=C(C(=O)O)[C@H](c3ccccc3F)N2S(=O)(=O)c2ccccc2C)cc1	1	3.1	-24	-1.1	0	-0.1	-1.0	0.5	-2	-0.8	0.9
CC(C)C[C@H]1COc2c(Cl)cccc2S(=O)(=O)N1Cc1cccc(Cl)c1	6	1.9	-5	-1.4	0	nt	-2.4	-1.7	4	-0.7	nt
CC(C)(C)c1ccc(CCC2OCC(CN3CCOCC3)O2)cc1 (centres undefined)	-2	-2.5	1	-1.6	-1	0.0	-0.2	-2.0	-4	0.7	-0.3
COc1ccc(S(=O)(=O)c2c(O)c3ccc(C(=O)Nc4ccccc4Cl)cc3[nH]c2=O)cc1	1	-0.9	4	-1.0	-13	0.3	1.1	-0.3	-1	-0.3	1.6
CSCCC(NS(=O)(=O)c1ccccc1F)C(=O)NCc1cccs1 (centres undefined)	-2	0.8	6	-0.5	-11	-0.8	-2.0	-0.9	-1	0.7	1.5
O=C(c1cccs1)n1ccc2ccc(-c3ccc4ccn(Cc5ccccc5)c4c3)cc21	9	0.1	14	0.9	-174	nt	2.2	-0.3	-3	nt	nt
CCc1cccc(CC)c1NC(=O)C1CC(=O)N(c2ccc3c(c2)OCCO3)C1 (centres undefined)	4	-0.7	4	-1.6	2	-2.3	-0.5	-2.2	0	-0.1	-3.0
COc1ccc(NC(=O)CSc2ncccn2)cc1S(=O)(=O)N1CCCCC1	-2	0.6	8	-1.6	-6	-0.6	-0.5	-1.6	-4	-1.7	2.1
CCN(Cc1ccccc1)C(c1cc2ccc(C)cc2[nH]c1=O)c1nnnn1CCOC (centres undefined)	0	2.9	-4	0.2	-26	1.7	0.2	2.8	2	-2.0	0.8
Cc1ccc(OCc2nc(C#N)c(N3CCN(Cc4ccccc4)CC3)o2)cc1	-6	-0.3	-4	-1.3	2	0.8	0.3	-0.6	0	0.0	2.9
CN(C)Cc1csc(NC(=O)Nc2cccc(C(F)(F)F)c2)n1	-4	-1.1	5	-1.4	-2	nt	-1.4	-2.3	-4	-3.1	-2.7
O=C(Cc1csc(-c2cccc(F)c2)n1)Nc1cccc(S(=O)(=O)NC2=NCCC2)c1	4	-0.9	-12	-1.6	-1	0.4	-1.6	0.7	-2	1.1	-0.5
COC(=O)c1cc(NCc2ccc3c(c2)OCO3)ccc1N1CCOCC1	-3	-0.1	10	-1.1	-76	0.5	-0.2	-1.9	-3	-5.7	-0.3
Cc1cc2c(cc1C)-c1nnnn1C(N1CCCC1)C(=O)N2 (centres undefined)	4	-2.9	-3	-0.7	0	nt	1.0	1.1	2	-2.1	nt
O=C1CN(C(=O)COC(=O)c2ccc[n+]([O-])c2)c2ccccc2N1	-4	1.8	-1	-1.1	2	-1.0	0.6	-0.1	-3	-1.7	0.1
COc1ccccc1N1CCN(C(=O)c2ccccc2N(C)S(=O)(=O)c2ccc(C)cc2)CC1	-8	-4.8	-7	-1.7	-6	-1.1	-2.7	-0.6	0	-2.2	-4.5
O=C(CN1CCN(Cc2cccc(Cl)c2)C1=O)NCC1CCCO1 (centres undefined)	-2	-2.5	11	-0.7	-4	-0.7	-0.5	-0.7	-1	0.8	2.7
CC(C)NC(=O)C1(C)Cc2c(-c3ccc(C(N)=O)cc3)ccnc2O1 (centres undefined)	-2	0.6	9	-0.7	12*	nt	-0.3	-1.8	-3	0.6	-1.1
CCCCN(C(=O)Cc1ccc(S(=O)(=O)N2CCOCC2)s1)c1c(N)n(CCCC)c(=O)[nH]c1=O	1	2.0	6	-1.1	-7	0.0	1.8	-0.6	-3	-0.2	-1.9
Cc1c(C(=O)NCc2ccccn2)oc2ccc(Br)cc12	3	7.7	-2	-0.2	-8	2.2	2.4	1.1	2	1.4	2.6
CCc1ccc(/C=N\n2cnnc2)cc1	-4	0.2	1	-0.8	-38	0.3	-0.4	0.8	1	0.4	-0.1
CCOCCCNS(=O)(=O)c1ccc(-n2cnnn2)c(OC)c1	3	0.1	-1	-1.4	-2	-1.0	-0.1	-0.1	-1	-1.0	2.3
Cc1ccc2[nH]c(-c3cccc(N)c3)cc2c1	-2	6.4	25*	-0.4	-26	2.6	1.0	1.4	4	-0.5	1.9
Fc1ccccc1NC(=S)NCCc1ccccc1	2	5.3	8	-0.3	2	0.1	0.4	1.3	4	-1.6	2.9
Cc1ccc2oc(C(=O)N3CCN(c4cccc(C)n4)CC3)c(C)c2c1	3	3.5	-4	-0.4	-9	2.3	0.8	0.5	1	-3.5	2.6
Cc1ccc(NC(=O)C2OCCc3ccccc32)cc1Cl (centres undefined)	2	6.8	-4	-2.1	-6	0.0	0.2	1.3	1	-1.5	2.5
CC(=O)C1CN(S(=O)(=O)c2ccc(C)cc2)C(c2ccccc2)CC1C (centres undefined)	1	-0.6	5	-1.3	5	nt	0.1	-0.4	-2	-1.6	nt
Cc1c(NC(=S)SCc2ccccc2)c(=O)n(-c2ccccc2)n1C	-8	7.9	0	-1.6	3	0.5	-0.5	-0.9	0	-1.2	0.0
COc1cccc(CN(C)Cc2nc(C3CC3)no2)c1	4	0.3	-2	0.0	3	-1.2	0.4	-1.1	0	-2.7	-1.1
Cc1sc2nc(C(C)Sc3n[nH]c(N)n3)[nH]c(=O)c2c1C (centres undefined)	2	-2.2	-12	-0.3	-114	nt	0.9	3.3	-2	0.3	nt
CCn1c(SCC(=O)NC2CCCC2)nnc1-c1cccnc1	2	-0.8	5	-0.8	-5	3.3	-0.4	-0.2	-1	-0.3	2.6
Cc1noc(C)c1NC(=O)N(C)C[C@H]1Oc2ccc(NS(=O)(=O)c3c(C)noc3C)cc2C(=O)N([C@H](C)CO)C[C@@H]1C	-6	1.6	5	-0.7	0	-0.2	0.1	-1.6	-2	1.3	-0.6
COc1ccc(-c2cnn3c4c(c(C)nc23)CCN4C(C)C)cc1OC	0	3.5	7	-1.2	-142	-0.6	0.6	0.7	6	-2.9	9.8*
Cc1ccccc1NC(=O)c1ccccc1NS(=O)(=O)c1cccc2cccnc12	5	0.8	-8	-1.0	-2	-0.3	-0.3	0.0	-2	0.3	-3.3
CC1CN(C(=O)CCC(=O)NCc2ccc(Cl)cc2)c2ccccc2S1 (centres undefined)	1	0.0	-13	-1.5	2	1.6	-0.3	-2.6	0	0.5	3.1
CC1CCCC(C)N1C(=O)COC(=O)c1cccnc1Cl (centres undefined)	2	1.8	10	-1.3	-5	0.6	1.5	-0.7	-3	-0.3	0.6
Cc1ccc([C@@H]2CC=C(C(=O)O)CN2S(=O)(=O)c2ccccc2C)cc1	-5	0.0	-1	-1.4	2	0.3	-0.2	-1.6	0	0.5	-1.0
CN(CC(=O)NCc1ccccn1)S(=O)(=O)c1ccc(Br)cc1	-2	-0.9	4	0.1	1	0.9	-0.9	-0.9	-2	1.2	3.1
Cc1ccc(NC(=O)CN(C)C(=O)C(Sc2ccccc2)c2ccccc2)cc1 (centres undefined)	-1	1.0	-4	-1.6	-5	0.0	-0.5	-1.7	-3	-0.3	-1.9
O=C(C(=O)c1ccc(O)c(O)c1)c1ccc(O)c(O)c1	5	-1.2	-13	-1.2	3	-0.4	1.5	-1.4	0	0.8	0.1
COc1ccc(CC(=O)NCc2nnc(SCc3ccc([N+](=O)[O-])cc3)n2C)cc1	-2	-1.4	-1	-0.9	-3	-0.7	0.1	-0.8	-4	-1.0	1.2
O=C1CC(Nc2ccc(N3CCOCC3)cc2)C(=O)N1C1CCCCC1 (centres undefined)	-2	-0.7	2	-1.1	-4	0.5	0.5	0.3	-2	-4.5	-1.2
O=C(NCCc1ccccc1)C1CCC(CNc2c(N3CCCCC3)c(=O)c2=O)CC1 (centres undefined)	-4	2.7	-6	-1.1	1	2.7	1.5	-1.4	-1	-1.3	1.0
COc1ccc(C(=O)C2CCCN(Cc3ccc4nonc4c3)C2)cc1F (centres undefined)	4	-3.5	2	0.1	-6	-0.3	-0.4	-0.9	-4	-1.5	3.5

Hits appear at their usual frequency. About 7% of those tested had a hit in this group.
